# KB-V1 MDR tox – kills drug-selected multidrug resistant KB-V1 cells; KB-V1 MDR cells viability, CellTiter-Glo, 72 h; Potency, µM (titrated, usually from 46.1 µM), without a hit: at the top dose activity change, negative = cytotoxicity, hits mostly cytotoxic; 400,000 tested, 3.4% active; AID 1347076; further: potency means the concentration at half of the fitted maximal effect; on the % scale 0 is the no-effect control and ±100 the full control effect; nearly all actives have a fitted effect of over 60% in size
#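 In this primary screen, KB-V1 cells overexpressing P-gp are incubated with library compounds (lowest to highest concentration) for 72 h at 37 degrees C before a luminescent ATP viability read.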
# KB-3-1 tox – kills parental KB-3-1 adenocarcinoma cells; 400,000 tested, 1.4% active; KB-3-1 viability, CellTiter-Glo ATP luminescence, 72 h; Potency, µM (top dose mostly 46.1 µM), for inactives: at the top dose activity change, negative = cytotoxic, most hits filed as cytotoxic; further: potency means the concentration at half of the fitted maximal effect; on the % scale 0 is the no-effect control and ±100 the full control effect; nearly all actives have a fitted effect of over 60% in size
#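 KB-3-1 parental drug-naive adenocarcinoma cells in DMEM/10% FBS, incubated 72 h at 37 C with pin-transferred compounds across a concentration series. Viability by CellTiter-Glo luminescence; concentration-response curves fitted after normalization.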
# MCF10A rerep – inducers of DNA re-replication in MCF 10A breast cells | 350,000 tested, 2.9% active | Potency, µM (series often up to 46.1 µM), for the others: top-dose activity, positive = re-replication, usual class: activators | AID 624296 | MCF 10A DNA re-replication, Hoechst nuclear intensity, 48 h; further: potency means the concentration at half of the fitted maximal effect; % of control where 0% means no effect; nearly all actives have a fitted effect of over 50% in size
# DRD3 agonist – D3 dopamine receptor (human) agonism; D3R DiscoveRx beta-arrestin cells, luminescence, 90 min; AID 652048; max activation, %; P35462; 410,000 tested, 0.58% active; in the data active means max activation above about 30%; further: 0% is about no effect; mostly tested at two doses, the higher about 12 µM
# Target sequence (P35462 whole entry, looked up): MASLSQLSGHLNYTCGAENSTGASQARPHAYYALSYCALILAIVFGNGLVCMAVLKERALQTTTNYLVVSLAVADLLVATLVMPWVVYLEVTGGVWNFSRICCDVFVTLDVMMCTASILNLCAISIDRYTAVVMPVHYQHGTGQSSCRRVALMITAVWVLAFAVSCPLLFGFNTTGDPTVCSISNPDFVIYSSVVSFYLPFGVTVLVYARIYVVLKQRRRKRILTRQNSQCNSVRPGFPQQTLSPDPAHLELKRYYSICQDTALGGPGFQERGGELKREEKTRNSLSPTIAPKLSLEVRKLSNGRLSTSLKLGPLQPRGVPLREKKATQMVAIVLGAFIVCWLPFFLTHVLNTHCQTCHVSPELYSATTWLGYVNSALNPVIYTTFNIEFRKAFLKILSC
#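 Agonist mode: compounds and dopamine controls were applied to plated cells for 90 min at 37 degrees C after an overnight attachment at 1500 cells/well. Luminescent read-out followed 30 - 60 minutes at room temperature with DiscoveRx detection reagent.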
# SW480 rerep – inducers of DNA re-replication in SW480 colon cancer cells | AID 624297 | 340,000 tested, 1.8% active | Potency, µM (top dose mostly 46.1 µM), inactives show top-dose re-replication activation, usual class: activators | SW480 DNA re-replication, Hoechst DNA content imaging, 48 h; further: potency means the concentration at half of the fitted maximal effect; % of control where 0% means no effect; nearly all actives have a fitted effect of over 55% in size
#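 Image-based DNA-content assay: after two days of treatment, nuclei were labelled with the DNA dye Hoechst and imaged, and hits were compounds raising the count of nuclei showing high fluorescence intensity.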
# HT1080 IDH1KD tx – kills HT-1080 cells with IDH1 knockdown; HT-1080 IDH1 knockdown viability, ATP luminescence, 48 h; Potency, µM (series often up to 46.1 µM), for inactives: at the top dose activity, negative = toxicity, actives largely listed as cytotoxic; 360,000 tested, 2% active;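 further: potency means the concentration at half of the fitted maximal effect; 0% = DMSO wells and -100% = cell-free medium wells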
#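 Cytotoxicity counter-line: IDH1KD HT-1080, 48 h, CellTiter-Glo. Curves classed by r2, magnitude and activity.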
# IL-1B inflam inh – inflammasome signaling inhibition, IL-1 beta readout; activity change, % at 57.5 µM; 360,000 tested, 4.7% active; AID 743279; THP-1 LPS/ATP IL-1B secretion, AlphaLISA, 16 h; hits give low values; in the data active means activity change below about -50%; inconclusive means mostly about -30% to -49%; further: on the % scale 0 is the no-effect control and ±100 the full control effect
#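 Secreted IL-1B measured by AlphaLISA bead assay after 16 h compound exposure of THP-1 cells; compounds (final up to 57.5 uM) added 1 h before LPS (250 ng/mL) and ATP (1.25 mM) stimulation; lower signal means less secretion.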
# HEK293 tox – cytotoxic in the GLP-1 receptor inverse agonist counter-screen | HEK293 cAMP-luciferase reporter cells, luminescence, 24 h | Potency, µM (doses to about 38.3 µM), without a hit: at the highest dose activity change, negative = inhibition, most hits filed as inhibitors | 410,000 tested, 0.13% active | AID 624418;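 further: loss of luciferase light is scored as toxicity; potency means the concentration at half of the fitted maximal effect; on the % scale 0 is the no-effect control and ±100 the full control effect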
#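 Compound-treated cells are incubated 24 hr at 37 deg C under 5% CO2 after a 12 hour attachment period, then luciferase detection reagent is added and luminescence is measured following 12 min at room temperature; lowered signal indicates toxicity.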
# HT1080NT lethal – kills 2HG-producing HT-1080-NT fibrosarcoma cells; Potency, µM (titrated, usually from 46.1 µM), without a hit: at the top dose activity, negative = less viability, most hits filed as cytotoxic; HT-1080-NT fibrosarcoma viability, CellTiter-Glo ATP luminescence, 48 h; AID 686970; 360,000 tested, 1.6% active;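 further: NT is the 2HG producing partner of a matched IDH1 knockdown line; potency means the concentration at half of the fitted maximal effect; 0% = DMSO-treated cells and -100% = media-only wells without cells; nearly all actives have a fitted effect of over 55% in size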
#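 A 48-hour cytotoxicity screen used HT-1080-NT cells plated 2 hours before compound delivery. ATP-based CellTiter-Glo luminescence measured viability, normalized to DMSO and no-cell controls.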
# * marks the source's active call; other numbers are inactive results; ? = inconclusive; / = no result given; & = joins results of further samples; [ ] = dose if it differs, or a comment. Unless noted, the call rests on the fitted dose curve; in most records, active means well fitted curve in the direction sought with a large enough effect; inconclusive means small, poorly fitted or top-dose-only effect, or another doubt; inactive means no such curve, though single readings can be large; an effect the other way counts as inactive or inconclusive.
entry	SMILES	KB-V1 MDR tox	KB-3-1 tox	SW480 rerep	IL-1B inflam inh	HEK293 tox	HT1080NT lethal	MCF10A rerep	DRD3 agonist	HT1080 IDH1KD tx
1	CC(C(=O)N1CCN(Cc2ccc3c(c2)OCO3)CC1)n1cc([N+](=O)[O-])cn1 (stereo not given)	2%	1%	-6%	29	4%	11%	0%	10	2%
2	Nc1nc(-c2ccc(Oc3ccccc3)cc2)cs1	14%	3%	0%	-2	6%	-7%	19%	-4	-11%
3	CCOC(=O)Cn1nc(/C=C/c2ccc(OC)cc2)ccc1=O	0%	-1%	-1%	-29	0%	0%	-2%	6	-3%
4	Fc1ccc(OCc2nnc(-c3ccccc3Br)o2)c(Cl)c1	9%	16%	-53%[inhibitor]	-8	5%	?	?	10	14%
5	Cc1c(C(=O)Oc2ccc(Br)cc2)sc2ncn(Cc3ccccc3F)c(=O)c12	5%	0%	/	/	-10%	/	/	3	/
6	O=C(Nc1ccc2c(c1)OCCO2)c1ccc(S(=O)(=O)N2CCCCC2)cc1	-29%	0%	2%	12	-25%	-15%	9%	2	-23%
7	CSc1ccc(Cl)c(C(=O)Nc2nccs2)c1	-7%	-2%	-2%	-9	-4%	27%	-3%	-8	9%
8	N#Cc1ccc(OCC(=O)OCC(=O)NC2CC2)cc1	?	1%	-6%	6	-16%	7%	-5%	5	7%
9	CCOc1ccc(NC(=O)Cn2cc(C(=O)c3ccc(CC)cc3)c(=O)c3cc4c(cc32)OCO4)cc1	?	3%	/	/	-4%	/	/	-5	/
10	Cc1ccc(CNC(=O)C(CC(C)C)OC(=O)c2ccco2)cc1 (stereo not given)	0%	-7%	-2%	-2	5%	0%	-2%	3	-2%
11	O=C(CNc1cccc(Br)c1)Nc1ccc(S(=O)(=O)N2CCCCC2)cc1	-3%	-3%	/	-25	-11%	?	/	-3	?
12	O=C(c1cc(-c2ccc(Br)cc2)nc2ccccc12)N1CCC1	-6%	-17%	-2%	?	2%	-9%	17%	0	-2%
13	CSCC[C@H](NC(=O)C1CCN(S(=O)(=O)c2ccc(C)cc2)CC1)C(=O)NC1CCS(=O)(=O)C1 (stereo not given in full)	7%	5%	16%	-5	7%	1%	-1%	-6	-3%
14	Clc1ccc(SCCCCN2CCOCC2)cc1	-14%	-8%	1%	-1	15%	-4%	?	-13	-2%
15	Cc1ccc(OCCNC(=O)CNC(=O)c2ccc3c(c2)OCO3)cc1	-19%	10%	-4%	-7	?	5%	-8%	4	2%
16	Cc1ccc(-c2nc(CS(=O)CC(=O)N3CCN(c4ccccc4)CC3)c(C)o2)cc1 (stereo not given)	10%&-9%	?	?	-25	-6%&-4%	-16%	27%	-19&4	-5%
17	N#CCSc1ccccc1NC(=O)COC(=O)C1CCN(C(=O)c2ccc(Cl)cc2)CC1	19%	4%	/	19	-5%	-2%	/	0	4%
18	CCOC(=O)c1cccc(NC(=O)Cn2ncc3c(=O)oc4ccccc4c32)c1	-6%	1%	/	/	1%	/	/	8	/
19	CCN(CC)c1nc(N)nc(N(c2ccccc2)c2ccccc2)n1	?	1%	-14%	-11	5%	8%	11%	1	-12%
20	ClCc1c2ccccc2cc2ccccc12	6%	0%	5%	-18	2%	-5%	-9%	-23	-4%
21	Cc1ccc(S(=O)(=O)NCC(=O)N(CC(=O)NCc2ccco2)Cc2ccccc2)cc1	7%	4%	-58%[inhibitor]	-3	-5%	19%	16%	12	11%
22	COC(=O)c1ccc2c(c1)NC(=O)C(N1CCCCC1)S2 (stereo not given)	7%	18%	-5%	0	3%	5%	3%	17	2%
23	Cc1ccc(-c2cn(-c3ccccc3)c(SCC(=O)NC3CCS(=O)(=O)C3)n2)cc1C (stereo not given)	3.7µM*	-8%	2%	6	-9%	3%	15%	-7	3%
24	C=CCn1c(-c2cccc(OC)c2)nc2nc3ccccc3nc21	-10%	0%	0%	0	7%	1%	-3%	-3	-5%
25	CCc1cc2ccccc2nc1Cl	14%	7%	-22%	-7	-1%	?	0%	0	7%
26	CCOC(=O)c1c(O)cc(OC)cc1CCc1ccccc1	-1%	3%	-2%	15	8%	9%	?	10	-1%
27	N#Cc1ccccc1S(=O)(=O)N1CCN(C(=O)C2CC(=O)N(c3ccc4c(c3)OCCO4)C2)CC1 (stereo not given)	-32%	1%	-2%	4	-7%	0%	-7%	-11	-6%
28	CCc1ccccc1NC(=O)C1CCCN(S(=O)(=O)c2cccc3nsnc23)C1 (stereo not given)	7%	1%	/	/	-4%	/	/	2	/
29	CCN=C1SC(CC(N)=O)C(=O)N1CC (stereo not given)	12%	5%	?	7	6%	17%	-3%	-2	18%
30	OC(COc1ccc(CNCCc2ccccc2F)cc1)CN1CCCCC1 (stereo not given)	-17%	-2%	?	?	3%	?	18µM*	-3	-14%

# Values by screen from the entries so far:
# Entries 23 to 28 in KB-V1 MDR tox: 3.7µM*, -10%, 14%, -1%, -32%, 7%

# Further records
entry	SMILES	KB-V1 MDR tox	KB-3-1 tox	SW480 rerep	IL-1B inflam inh	HEK293 tox	HT1080NT lethal	MCF10A rerep	DRD3 agonist	HT1080 IDH1KD tx
31	Cc1cccc(NC(=O)CC2c3ccccc3Oc3ccccc32)c1	5%	6%	-1%	0	-4%	14%	-5%	1	3%
32	CCc1ccccc1NC(=O)CN(c1ccc(OC)cc1)S(=O)(=O)c1c(C)n[nH]c1C	-4%	?	/	/	-12%	/	/	4	/
33	CCC(C)C(NC(=O)C(C)NC(=O)CNC(=O)CNC(=O)OCc1ccccc1)C(=O)OC (stereo not given)	?	16%	-5%	22	-6%	8%	0%	3	14%
34	NC(=O)c1[nH]cnc1N	-1%&9%	?	-38%&5%[inhibitor]	19&19	1%&4%	26%&7%	-1%&-1%	5&0	3%&10%
35	Cc1noc(C)c1C(=O)OCC(=O)Nc1ccccc1SCC#N	-30%	2%	?	20	2%	0%	0%	3	0%
36	COc1ccc(N2CCN(CC(=O)NC(=O)NCc3ccco3)CC2)cc1	?	0%	/	0	-22%	4%	-2%	-3	-4%
37	O=S(=O)(NCc1ccccc1)c1ccc(F)cc1Br	15%	25%	-5%	-9	-21%	3%	-29%	-8	4%
38	O=C(O)c1ccccc1N=Nc1c(O)[nH]c2ccc([N+](=O)[O-])cc12	18%	5%	-8%	9	-6%	3%	-1%	-10	12%
39	c1ccc(-c2nnc(SCc3ccncc3)o2)cc1	3%	0%	/	0	14%	-1%	/	1	-4%
40	CCOc1ccc(NC(=O)COC(=O)CN2CCCCCC2=O)cc1	8%	?	0%	-9	4%	7%	-1%	3	8%
41	Cc1noc(C)c1COc1cccc(C(=O)NCc2ccccc2Cl)c1	0%	10%	6%	3	11%	0%	20%	2	-29%
42	COc1cc(S(=O)(=O)NCCc2c(C)[nH]c3ccc(C)cc23)ccc1Br	0%	1%	/	/	0%	/	/	-5	/
43	O=C(c1ccco1)N1CCN(C(c2cccs2)c2nnnn2C2CCCC2)CC1 (stereo not given)	?	-11%	-1%	-12	-16%	0%	-9%	4	2%
44	COc1ccc(NC(=S)N/N=C2/CCCc3c(C)cc(C)cc32)cc1	15%	11%	1%	22	-4%	9%	-4%	3	11%
45	O=C(CN1C(=O)C(=O)N(C2CCCC2)C1=O)Nc1ccc([N+](=O)[O-])cc1	0%	0%	-6%	2	8%	-4%	14%	4	-11%
46	CN1CCC(=NNC(=O)COc2ccc(Cl)cc2)CC1	-3%	5%	-13%	26	-9%	-22%	3%	-14	-19%
47	CC1CCC/C(=C\c2ccc(O)cc2)C1=O (stereo not given)	1%	2%	?	-22	1%	4%	-4%	-9	-1%
48	Cc1occc1-c1nnc(SCC(=O)Nc2ccc3c(c2)OCO3)n1CC1CCCO1 (stereo not given)	1%	-1%	-2%	5	-16%	9%	3%	-1	16%
49	O=C(CCCOc1ccccc1)N1CCN(c2ccccc2)CC1	-5%	-2%	-3%	-20	-1%	-7%	-1%	-20	0%
50	O=C(OC(C(=O)NC1CCCCC1)c1ccccc1)c1ccco1 (stereo not given)	6%	-1%	-1%	12	-5%	21%	1%	17	14%
51	COc1ccc(/C=C/C(=O)NC(=S)N2CCCCC2)cc1OC	-29%	4%	-6%	0	1%	9%	-6%	-9	5%
52	O=C(N/N=C/c1ccncc1)c1ccc(-n2cccc2)cc1	-10%	7%	2%	16	7%	9%	13%	-25	12%
53	CC1CCC(C(C)C)C(OCC(O)CN2CCN(Cc3ccccc3)CC2)C1 (stereo not given)	?	?	?	?	-9%	23µM*	?	-10	?
54	O=C(CCNS(=O)(=O)c1ccc2ccccc2c1)NCCOc1ccccc1	-29%	-17%	2%	-6	24%	3%	7%	-17	-9%
55	CCOC(=O)c1c(C)[nH]c(C(=O)NCCc2ccc(OC)c(OC)c2)c1C	?	13%	-1%	-5	-2%	-24%	-1%	5	-15%
56	O=C(Nc1ccccc1C(=O)O)c1cc(S(=O)(=O)N2CCCCC2)c(Cl)cc1Cl	20%	3%	-7%	27	4%	-3%	2%	31*	-1%
57	CN1CCN(C(CNC(=O)C(=O)NC2CCCC2)c2ccc(F)cc2)CC1 (stereo not given)	-11%	-8%	0%	-2	2%	14%	2%	5	6%

# Among those listed so far, three have a nitro group on carbon.
entry	SMILES	KB-V1 MDR tox	KB-3-1 tox	SW480 rerep	IL-1B inflam inh	HEK293 tox	HT1080NT lethal	MCF10A rerep	DRD3 agonist	HT1080 IDH1KD tx
1	CC(C(=O)N1CCN(Cc2ccc3c(c2)OCO3)CC1)n1cc([N+](=O)[O-])cn1 (stereo not given)	2%	1%	-6%	29	4%	11%	0%	10	2%
38	O=C(O)c1ccccc1N=Nc1c(O)[nH]c2ccc([N+](=O)[O-])cc12	18%	5%	-8%	9	-6%	3%	-1%	-10	12%
45	O=C(CN1C(=O)C(=O)N(C2CCCC2)C1=O)Nc1ccc([N+](=O)[O-])cc1	0%	0%	-6%	2	8%	-4%	14%	4	-11%

# Screens: PubChem BioAssay, National Center for Advancing Translational Sciences (NCATS)
